Assay outcomes as filed in PubChem.
Rac1 GTP hydrolysis – MgcRacGAP GTPase-activating activity inhibitors, confirmation, biochemical, ADP Hunter fluorescence | Rac GTPase-activating protein 1 (Homo sapiens) | MgcRacGAP-stimulated Rac1 GTP hydrolysis, ADP Hunter fluorescence; higher % means a stronger effect; GST-tagged Rac1 F28L mutant substrate | one-dose inhibition, % at 30 µM; IC50 in µM for titrated hits | hit rate 0.6% among 340,000 | AID 624330, 2012;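 active = first-screen hits whose inhibition reached a set limit at any dose in the follow-up dose series; inconclusive = inhibition above the set first-screen limit but never retested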;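 note: fluorescence reports GDP produced by GAP-driven GTP hydrolysis; strong numbers were not always called active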
Myeloid diff 2 – induction of myeloid progenitor differentiation, primary screen, cell-based, flow cytometry, MLPCN library | AID 624256, 2012 | ER-HoxA9 myeloid progenitors, lysozyme-GFP differentiation | calls only at 10 µM | hit rate 1% among 360,000;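 active = normalized GFP-positive differentiation at or above the plate's own cutoff, the solvent-only control mean plus 3 SD; inconclusive = no clear call, values can overlap the other calls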;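 note: cells exposed to compound for four days before flow analysis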
NTR1 agonist – agonists of NTR1, primary screen, imaging, U2OS cells, beta-arrestin-GFP, high content (AID 493036); hit rate 0.17% among 330,000; activation, % at 20 µM; NTR1-U2OS beta-arrestin-GFP spot imaging, agonist mode; Neurotensin receptor type 1 (Homo sapiens), P30989;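 active = activation at or above 40% of the spot to cytoplasm intensity ratio, with at least 20 cells analyzed; inconclusive = wells under 20 cells, flagged as cytotoxic or low count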;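 note: 0% = DMSO without peptide and 100% = 100 nM NTR1 peptide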
Target sequence (P30989 whole entry, looked up): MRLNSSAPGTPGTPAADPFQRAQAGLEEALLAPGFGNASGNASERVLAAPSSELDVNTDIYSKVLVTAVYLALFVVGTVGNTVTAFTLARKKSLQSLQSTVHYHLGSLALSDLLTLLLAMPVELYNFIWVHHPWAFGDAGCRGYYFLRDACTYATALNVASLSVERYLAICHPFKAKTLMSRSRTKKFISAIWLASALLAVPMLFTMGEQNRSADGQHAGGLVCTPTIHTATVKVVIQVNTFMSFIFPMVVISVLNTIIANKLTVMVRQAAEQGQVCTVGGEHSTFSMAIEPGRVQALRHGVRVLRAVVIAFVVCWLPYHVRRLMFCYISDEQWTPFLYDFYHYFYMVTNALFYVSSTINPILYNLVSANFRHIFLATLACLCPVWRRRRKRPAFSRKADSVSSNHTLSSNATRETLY
RSV antiviral HEp-2 – RSV antiviral activity via CPE protection, HEp-2 cells, primary 10 µM value included (AID 2391); hit rate 0.13% among 310,000; HEp-2 cells, RSV-induced CPE inhibition; higher % means a stronger effect; CPE inhibition, % at 10 µM; hits with a dose series show IC50 in µM; in the data active = a potency from the dose series; inconclusive = CPE inhibition mostly from about 23% at the one dose, without a potency; inactive = the rest, 99 in 100 with CPE inhibition below about 21%; note: strong numbers were not always called active
UTI89 phage lysis – inhibition of K1F phage lysis, E. coli UTI89, bacterial capsule biogenesis inhibitors, alamar blue (AID 488966). E. coli UTI89 K1F phage lysis, alamar blue, 2 h; higher % means a stronger effect. inhibition, % at 100 µM, or IC50 in µM where a hit was titrated. hit rate 0.02% among 340,000;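 active = phage lysis inhibition, versus mean bacterial control, above a set limit; inconclusive = no clear call, values can overlap the other calls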;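 note: capsule biogenesis inhibitors block K1F phage lysis so surviving cells raise fluorescence; higher fluorescence means more inhibition of phage lysis; actives were called in the ten point dose series up to 300 µM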
TNAP activators – human TNAP enzyme activators, primary screen, biochemical, luminescent, no phosphate acceptor, uHTS (AID 1001); purified TNAP, luminescent activation assay, no phosphate acceptor; higher activation fold means a stronger effect; activation fold at 20 µM; hits with a dose series show EC50 in µM; hit rate 0.03% among 200,000; in the data active = activation fold from about 3, or a potency from the dose series; inactive = the rest, 99 in 100 with activation fold below about 1.6; note: many of its hits are not listed in these tables
T cell modulator – modulators of CD8 T cell-vesicle binding, primary screen, mouse 2C CD8+ T cells, flow cytometry. hit rate 0.068% among 330,000. calls only at 7 µM. AID 2052, 2009. 2C CD8+ T cell-vesicle binding; active compounds read low;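 active = response, share of CD8 T cells binding vesicles, and their 90th percentile fluorescence all below set limits, cut at about 80% in these data, passing the limit was not always enough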
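Read-out – percent CD8+ FL2 mean versus row control · System – murine 2C transgenic CD8+ T lymphocytes · Times – 1.5 h cell–vesicle binding at 37 °C, then 20 min icy labelling · Control set – naked vesicles low, QL9 vesicles with vehicle high · Detection – cytometric PE anti-B7-1 and Alexa647 anti-CD8 signals after 1% paraformaldehyde fixation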
Large T inhibition – SV40 large T antigen inhibitors, biochemical (AID 1903); inhibition, % at 20 µM, or IC50 in µM where a hit was titrated; hit rate 0.39% among 310,000; SV40 large T antigen ATPase/helicase inhibition assay; higher % means a stronger effect; in the data active = a potency from the dose series; inconclusive = inhibition mostly from about 32% at the one dose, without a potency; inactive = the rest, 99 in 100 with inhibition below about 32%; note: strong numbers were not always called active
Salmonella PhoP GFP – inhibitors of PhoP regulon expression, primary screen, Salmonella Typhimurium, GFP reporter (AID 1863). S. Typhimurium PhoP-regulated promoter GFP reporter, 4 h; higher % means a stronger effect. one-dose inhibition, % at 50 µM; IC50 in µM for titrated hits. hit rate 0.16% among 300,000;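 active = inhibition over 29.93%, a cutoff 3 SD above the screen mean, later confirmed by dose response; inconclusive = inhibition over 29.93% but no dose response follow-up; inactive = inhibition at most 29.93% or unconfirmed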;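 note: 0% = low Mg2+ inducing control and 100% = high Mg2+ repressing control; strong numbers were not always called active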
T cell modulator vesicle-bound % – recorded beside T cell modulator, whose call it bears; double positive events, %; measured here: CD8+ vesicle-bound cell fraction;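 binding gate set so that unloaded-vesicle control wells show 10% double positive cells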
NTR1 agonist cell count 20 µM – second read-out of NTR1 agonist, no call of its own (marks repeat the call); cell count; measured here: cell count, cytotoxicity flag
Myeloid diff 2 GFP+ MAC1+ % – second read-out of Myeloid diff 2, no call of its own (marks repeat the call); GFP+ MAC1+ double positive, %; measured here: differentiation confirmed by MAC1 staining
* = called active by the depositor; i = inactive; ? = inconclusive; . = not tested or not shown; [ ] = remark or other dose.

SMILES	Rac1 GTP hydrolysis	Myeloid diff 2	Myeloid diff 2 GFP+ MAC1+ %	NTR1 agonist	NTR1 agonist cell count 20 µM	RSV antiviral HEp-2	UTI89 phage lysis	TNAP activators	T cell modulator	T cell modulator vesicle-bound %	Large T inhibition	Salmonella PhoP GFP
COC(=O)CSc1ncc(S(=O)(=O)c2ccccc2)c(=O)[nH]1	14.2%	i	0.4	-1.7	80	0.7%	0.2%	.	i	23.3	-1.6%	21.1%
Cn1c(=O)c2c(-c3ccccc3)n(Cc3cccnc3)cc2n(C)c1=O	9.5%	i	0.6	-1.0	45	-1.4%	0.2%	1.1	i	43.8	9.3%	8.8%
O=C(O)c1ccc(N2C(=O)Nc3ccccc3N2O)cc1	4.0%	i	1.0	2.1	51	2.3%	0.2%	1.2	i	9.9	9.4%	-0.2%
Cn1c(Cc2cccs2)n[nH]c1=S	7.7%	i	0.4	-2.0	69	2.8%	0.1%	0.7	i	5.1	11.9%	5.5%
Cc1cc(C)nc(SCCS(=O)Cc2ccc(Cl)cc2)n1 (stereo not given)	15.4%	i	0.8	0.1	42	0.3%	0.4%	1.1	i	30.0	-4.1%	6.7%
COc1cc(CC(NC(C)=O)C(=O)NC2CCN(C(=O)Nc3ccc(C)cc3)CC2)cc(OC)c1 (stereo not given)	4.3%	i	0.2	6.5	55	1.6%	0.7%	.	i	16.4	4.6%	1.3%
O=C(CCN1CCOCC1)c1ccc(N2CCCCC2)cc1	6.1%	i	1.9	3.0	41	3.6%	0.0%	.	i	38.7	.	.
COc1ccc(NC(=O)CS(=O)(=O)Cc2ccccc2)c([N+](=O)[O-])c1	5.0%	i	1.0	0.5	52	0.8%	-0.7%[50 µM]	.	i	10.1	-0.1%	5.1%
Cc1ccc(C(=O)Cn2cnc3ccccc3c2=O)cc1C	5.1%	i	2.1	0.2	46	3.6%	-0.1%	1	i	25.2	3.7%	-2.0%
Cc1ccc(NC(=O)NNC(=O)COc2ccc3ccccc3c2)cc1	6.2%	i	2.9	0.0	58	1.0%	0.2%	.	i	20.1	2.5%	-1.8%
NNC(=O)c1ccc(-c2ccccc2F)cc1	2.4%	i	1.3	0.6	49	2.2%	4.8%	.	i	31.3	14.7%	1.1%
O=C(NC1CCCCC1)C(c1ccncc1)N(C(=O)Cc1cccs1)c1ccccc1 (stereo not given)	-0.6%	i	0.3	0.1	72	1.8%	-1.1%	1.1	i	49.3	2.6%	3.8%
CC1CCN(CCc2nc3cc(NC(=O)NC4CCCCC4)ccc3n2C)CC1	0.7%	i	5.4	-0.3	61	-0.2%	4.5%	1.2	i	61.6	21.2%	2.6%
COc1ccc(-n2ncc3c2CC(C)(C)CC3NC(=O)CCn2cncn2)cc1 (stereo not given)	4.8%	i	0.6	0.1	51	0.4%	0.4%[50 µM]	.	i	44.7	10.4%	4.8%
Cc1cc(NC(=O)COC(=O)CNS(=O)(=O)c2ccc(C)c(C)c2)no1	-2.3%	i	0.1	0.3	50	-0.1%	-1.4%	1.1	i	19.3	16.2%	-5.3%
C/C(=N\NC(N)=O)c1c(F)cccc1F	9.4%	i	0.5	1.8	76	.	0.9%	.	i	36.0	4.5%	-6.7%
O=C(c1ccc(-n2cnnn2)cc1)N1CCOCC1	14.7%	i	0.8	1.8	36	-1.2%	0.6%	1.1	i	21.3	9.0%	14.3%
CCCCCCSC1=C(C#N)C(c2ccc(O)cc2)CC(=O)N1 (stereo not given)	15.2%	i	0.6	1.2	68	?	-0.2%	1.1	i	26.5	13.5%	3.8%
CC(C)(C)c1ccccc1NC(=O)CN1C(=O)NC2(CCCC2)C1=O	4.5%	i	0.8	-2.1	49	0.0%	0.4%	.	i	23.2	5.9%	-0.9%
N#CC(Sc1ccccn1)c1ccc(Cl)cc1 (stereo not given)	15.0%	i	0.4	0.6	46	5.6%	-0.3%	1	i	42.2	5.4%	4.5%
COc1ccccc1CNC(=O)CCCc1cn(C)c2ccccc12	-28.7%	i	1.2	-0.8	102	4.7%	-1.4%[50 µM]	.	i	39.7	3.8%	-5.7%
CC(C)c1nnc(NC(=O)C2CCCN2C(=O)Nc2ccccc2)s1 (stereo not given)	5.0%	i	0.3	1.5	51	0.2%	1.0%	.	i	24.8	2.2%	5.1%
CCOC(=O)C1CCN(Cc2cn(C)nc2-c2ccc(Oc3ccccc3)cc2)CC1	4.5%	i	0.1	0.3	62	-1.9%	0.1%	1.1	i	2.8	5.5%	-6.3%
O=C(NCCN1CCCCC1)Nc1ccc(F)cc1	7.8%	i	0.9	0.7	59	0.8%	0.4%	.	i	56.4	8.0%	-2.6%
CCOc1ccc(C(C)=O)cc1CSc1nnnn1-c1ccc(O)cc1	5.9%	i	0.2	1.9	54	8.3%	-0.1%	1	i	46.1	6.5%	-5.6%
CCOC(=O)[C@@H]1[C@H]2COc3cc(OC)ccc3[C@H]2N2C(=O)N(c3ccc(Cl)cc3)C(=O)[C@]12C	4.3%	i	2.0	0.4	62	.	2.1%	.	i	13.0	.	.
Nn1c(SCC(=O)NCC2CCCO2)nnc1-c1ccco1 (stereo not given)	6.7%	i	0.0	0.9	62	.	0.8%[50 µM]	.	i	34.7	.	.
COC(=O)c1cc(N=Cc2c(O)c3ccccc3oc2=O)cc(C(=O)OC)c1	16.0%	i	0.4	0.5	55	1.0%	-0.5%	.	i	50.8	-1.4%	17.0%
NC(=O)c1cccnc1	-3.6%	i	3.7	0.1	52	1.0%	2.1%	1.1	i	19.5	7.4%	4.7%
Cc1ccc(NC(=O)C2CCCN(c3ncccn3)C2)cc1F (stereo not given)	9.8%	i	3.8	1.6	71	2.4%	0.6%	1.2	i	12.6	25.8%	8.2%
NC(=O)c1ccccc1NC(=O)/C=C/c1cccc(Cl)c1	7.7%	i	0.3	1.4	81	1.6%	0.0%	1.1	i	57.1	7.2%	-2.3%
O=C1CSC(c2ccccc2)N1Nc1nc(N2CCOCC2)nc(N2CCOCC2)n1 (stereo not given)	11.0%	i	0.5	0.1	46	-1.1%	-0.9%	1.1	i	60.9	6.2%	-2.1%
COc1ccc(-n2c(C)c(C(C)=O)c3cc(OC(C)=O)ccc32)cc1	7.5%	i	0.8	3.1	71	2.0%	1.1%	.	i	44.5	11.0%	2.8%
CC1(c2ccccc2Cl)NC(=O)N(CC(=O)NCCC2=CCCCC2)C1=O (stereo not given)	9.6%	i	0.4	1.5	39	5.3%	0.1%	1.1	i	19.1	8.0%	-5.3%
COc1cc(-c2noc(C3CCCN(C(=O)c4ccccc4)C3)n2)cc(OC)c1OC (stereo not given)	5.2%	i	0.4	3.1	64	2.1%	-0.2%	.	i	9.7	19.8%	-2.7%
O=C(c1ccc(Cl)cc1)N1CCn2c1nc1ccccc12	3.4%	i	0.4	-1.1	48	1.4%	0.7%	1	i	50.7	7.1%	-2.2%

Some values from the results shown:
UTI89 phage lysis with Nn1c(SCC(=O)NCC2CCCO2)nnc1-c1ccco1 (stereo not given) = 0.8%[50 µM]
NTR1 agonist cell count 20 µM with COc1ccc(-n2c(C)c(C(C)=O)c3cc(OC(C)=O)ccc32)cc1 = 71

(listing goes on)
SMILES	Rac1 GTP hydrolysis	Myeloid diff 2	Myeloid diff 2 GFP+ MAC1+ %	NTR1 agonist	NTR1 agonist cell count 20 µM	RSV antiviral HEp-2	UTI89 phage lysis	TNAP activators	T cell modulator	T cell modulator vesicle-bound %	Large T inhibition	Salmonella PhoP GFP
Nc1ccc(C(=O)OC2CCOC2=O)cc1[N+](=O)[O-] (stereo not given)	4.6%	i	0.1	-1.0	64	1.0%	0.2%	1	i	53.7	4.2%	1.9%
N#Cc1ccc(OCC(=O)N2CCN(c3ccc(C(F)(F)F)cn3)CC2)cc1	-0.7%	i	1.5	1.3	56	0.2%	0.0%[50 µM]	.	i	30.4	.	.
O=C(c1c(F)cccc1F)N1CCCC(c2nc(-c3cccs3)no2)C1 (stereo not given)	4.8%	i	0.3	-0.9	62	4.4%	0.4%	.	i	37.9	7.5%	-1.2%
COc1cccc(CN(C)CC(=O)Nc2sc3c(c2C#N)CCC3)c1OC	7.8%	i	0.2	4.5	44	5.4%	0.0%	1.1	i	34.6	11.0%	-12.6%
COC(=O)C1C(=O)C(C(=O)/C=C/c2ccccc2)C(=O)CC1(C)C (stereo not given)	-0.2%	i	1.0	0.5	80	-1.6%	-1.7%	1	i	46.8	18.5%	-8.0%
c1ccc(-c2nnn(C34CC5CC(CC(C5)C3)C4)n2)cc1	5.8%	i	1.4	7.4	74	-0.2%	0.0%	1.1	i	57.3	8.1%	1.9%
CC12CC3CC(C)(C1)CC(C(=O)NC(=S)N1CCOCC1)(C3)C2	-0.1%	i	0.7	3.0	56	-1.8%	-0.7%	1	i	24.4	3.5%	-3.9%
O=C(NCCCN1CCCC(O)C1)c1cc(COc2ccc(F)cc2F)on1 (stereo not given)	10.2%	i	1.1	1.2	57	0.3%	-1.2%[50 µM]	.	i	8.1	6.2%	-1.6%
CCn1cnc2cc(NC(=O)c3ccco3)ccc21	6.5%	i	0.3	-2.4	82	2.1%	0.8%	1	i	20.8	-10.8%	10.6%
CCCCC1CCC(C(=O)NCC(c2ccco2)N2CCOCC2)CC1 (stereo not given)	3.1%	i	0.4	0.5	67	0.0%	0.1%	.	i	0.9	15.2%	0.0%
CCc1noc(C)c1C(=O)Nc1nnc(CC(C)C)s1	7.8%	i	1.0	1.5	53	0.5%	1.3%[50 µM]	.	i	18.1	0.9%	7.6%
COc1ccc(OC)c(-c2csc(CCn3nc(C)cc3C)n2)c1	3.3%	i	0.8	2.0	32	2.1%	-0.1%	1.1	i	30.7	-4.7%	3.3%
CCN(CC)c1ccc(C=Nc2ccc(OC)c(S(=O)(=O)N3CCOCC3)c2)c(O)c1	2.2%	i	0.2	-0.1	96	2.0%	0.9%[50 µM]	.	i	40.4	.	.
O=C(Nc1nnc(SCc2ccccc2F)s1)C1=COCCO1	10.2%	i	0.5	-0.9	69	7.2%	1.2%[50 µM]	.	i	32.5	10.9%	0.0%
